Screening results (PubChem)
UHRF1 binding – human UHRF1 methylated DNA binding inhibitors; inhibition, % at 4.4 µM; hit rate 0.75% among 370,000; Q96T88; UHRF1 binding to methylated oligo, TR-FRET; AID 687016; in the data active = inhibition above about 21%;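 note: UHRF1 SRA domain binding a hemimethylated CpG hairpin DNA probe; 0% = median of test compound wells and 100% = reference inhibitor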
sPLA2-III inh – Inhibits HGIII-sPLA2 liposome hydrolysis, primary screen. Q9NZ20. QFRET BODIPY PC-A2 liposome hydrolysis, fluorescence. inhibition, % at 12.2 µM. hit rate 0.56% among 370,000;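 active = inhibition above mean plus 3 SD of compounds lying within the high and low control bounds, cut at about 19% in these data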;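 note: 0% = median of test compound wells and 100% = no enzyme DMSO wells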
ASAP1 GAP inh – ASAP1 ArfGAP inhibition | inhibition, % at 16.5 µM | Q9ULH1 | ASAP1-stimulated ARF1 GTP hydrolysis, GDP FP detection | hit rate 0.19% among 360,000; in the data active = inhibition above about 25%;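 note: 0% = vehicle with enzyme and substrate and 100% = no enzyme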
Target sequence (Q9ULH1 325-724 limits assumed): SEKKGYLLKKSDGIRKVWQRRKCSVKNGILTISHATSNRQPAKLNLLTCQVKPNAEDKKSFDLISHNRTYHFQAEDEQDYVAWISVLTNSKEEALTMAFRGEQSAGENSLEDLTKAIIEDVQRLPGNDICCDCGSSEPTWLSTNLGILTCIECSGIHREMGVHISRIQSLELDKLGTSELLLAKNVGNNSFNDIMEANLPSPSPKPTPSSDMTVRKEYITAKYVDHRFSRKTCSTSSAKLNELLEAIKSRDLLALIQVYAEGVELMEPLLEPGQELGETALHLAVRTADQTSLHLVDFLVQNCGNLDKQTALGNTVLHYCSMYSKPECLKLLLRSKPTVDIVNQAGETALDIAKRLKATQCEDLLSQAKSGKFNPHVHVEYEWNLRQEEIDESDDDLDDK
DDE Tn6 FP inh – DD(E)-Tn6 binding inhibition, primary FP screen; Fibrin DD(E) TRITC-Tn6 fluorescence polarization displacement; inhibition, % at 8.3 µM; hit rate 0.21% among 370,000; AID 720509;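 active = inhibition above a per-campaign cutoff: mean of compounds within control limits plus 3 SD, cut at about 15% in these data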;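 note: 0% = median of all compound wells on the plate and 100% = blocking peptide control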
Target sequence (P02675 whole entry, looked up): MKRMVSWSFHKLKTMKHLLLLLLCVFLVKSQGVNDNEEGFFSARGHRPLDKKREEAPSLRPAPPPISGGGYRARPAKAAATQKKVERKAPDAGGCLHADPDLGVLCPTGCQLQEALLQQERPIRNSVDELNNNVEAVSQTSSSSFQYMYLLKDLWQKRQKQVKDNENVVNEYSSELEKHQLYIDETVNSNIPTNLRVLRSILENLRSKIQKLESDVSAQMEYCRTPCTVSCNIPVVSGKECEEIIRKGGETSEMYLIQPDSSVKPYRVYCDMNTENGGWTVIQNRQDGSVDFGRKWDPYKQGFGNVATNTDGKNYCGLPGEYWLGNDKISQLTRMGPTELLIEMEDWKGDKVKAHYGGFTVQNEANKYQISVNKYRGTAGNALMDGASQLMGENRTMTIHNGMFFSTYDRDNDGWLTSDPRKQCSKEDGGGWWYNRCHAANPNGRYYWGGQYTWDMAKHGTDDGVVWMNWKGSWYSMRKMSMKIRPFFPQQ
NR1D1 modulator – Rev-erb alpha (human) modulation | P20393 | Rev-erbα–FITC-DNA binding, fluorescence polarization, 90 min | activity, % at 10 µM | hit rate 0.79% among 370,000;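 active = activity above about 14%, limit read from the data; passing the limit was not always enough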;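 note: 0% = DMSO wells with 35 nM protein and 100% = DMSO wells with 750 nM protein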
ARFGAP1 inhibitor – inhibitors of rat ARFGAP1; Q62848; Arfgap1-stimulated ARF1 GTP hydrolysis, GDP FP detection; inhibition, % at 16.5 µM; hit rate 0.26% among 360,000;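 active = inhibition above a per-plate limit, mean inhibition of low control wells plus 3 SD, cut at about 25% in these data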;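 note: 0% = DMSO wells with enzyme and 100% = wells lacking Arfgap1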
Target sequence (Q62848 1-136 limits assumed): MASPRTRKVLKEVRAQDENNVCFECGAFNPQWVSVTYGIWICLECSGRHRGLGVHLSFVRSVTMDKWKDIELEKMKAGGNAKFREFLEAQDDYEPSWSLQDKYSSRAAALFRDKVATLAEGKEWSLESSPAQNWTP
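Replicates: Single well per compound | Assay system: Truncated rat Arfgap1 GAP domain | Control set: No-Arfgap1 wells (100%) versus DMSO full-reaction wells (0%) | Times: Enzyme reaction 120 min at 25 °C after 20 min preincubation | Reagent: Human ARF1(Δ1-17)-GTP substrate | Measured by: Tracer-displacement fluorescence polarization with EDTA stop, 620/688 nm | Measure: Percent inhibition of Arfgap1-stimulated GTP hydrolysis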
PLC-beta3 inh – inhibitors of human phospholipase C beta3; AID 720704; Q01970; Purified PLC-beta3, fluorogenic substrate, fluorescence; hit rate 0.18% among 370,000; inhibition, % at 12.2 µM; in the data active = inhibition above about 11%;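 note: 0% = median of compound wells on plate and 100% = full blocker control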
DDE Tn7 FP inh – disrupts Tn7 cyclic peptide binding to fibrin D-Dimer-E complex; hit rate 0.13% among 370,000; FP displacement of FITC-Tn7 peptide from fibrin DD(E); 0% = median of compound wells per plate; AID 720508; inhibition, % at 8.3 µM; P02675;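 active = inhibition above the mean of compounds falling within the control limits plus 3 SD of them, cut at about 14% in these data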;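 note: 0% = plate median of compound wells and 100% = 10 µM Aha-Tn7 peptide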
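Assay system: human fibrin DD(E). Input: DD(E) 2 µM final. Medium: Tris buffer with calcium and detergent, pH 7.8. Compound dosing: single point at 8.3 µM. Timing: 10 min plus 3 h, room temperature. Technique: fluorescence polarization of the labelled Tn7 tracer. Read-out: percent inhibition. Replicates: singlicate testing.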
proKLK7 act – activators of human kallikrein-7 zymogen; P49862; hit rate 0.9% among 370,000; AID 652039; purified proKLK7, EDANS-DABCYL substrate fluorescence; 100% is mature enzyme control, 0% vehicle; activation, % at 7 µM;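 active = activation above the mean of all tested compounds plus 3 SD, computed per campaign excluding outliers beyond control limits, cut at about 13% in these data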
PLC-gamma1 inh – PLC-gamma1 (human) inhibition, primary screen | purified PLC-gamma1, fluorogenic substrate, fluorescence | inhibition, % at 12.2 µM | hit rate 0.84% among 370,000; in the data active = inhibition above about 9.5%
Numbers without * were called inactive; i = inactive; x = not tested or not shown; & = joins results of further samples.

SMILES	UHRF1 binding	sPLA2-III inh	ASAP1 GAP inh	DDE Tn6 FP inh	NR1D1 modulator	ARFGAP1 inhibitor	PLC-beta3 inh	DDE Tn7 FP inh	proKLK7 act	PLC-gamma1 inh
COc1cc(C(=O)NCCC(=O)NCCN2CCCCCC2)cc(OC)c1OC	-1	-1	-8	1	3	-8	-3	-4	0.4	-2
Cc1cc(C(=O)COC(=O)Cc2n[nH]c(=O)c3ccccc23)c(C)n1CC(F)(F)F	0	-18	2	-3	-5	9	-4	6	0.1	-1
COc1ccccc1-c1noc(CCC(=O)Nc2cccnc2)n1	-3	-6	-4	-5	4	2	0	10	0.1	0
C#CCOc1ccc(C2C3=C(CCCC3=O)N(CC(=O)O)C3=C2C(=O)CCC3)cc1Br	1	12	-3	4	-2	-1	i	3	1.6	i
CSCCC(NC(=O)c1ccccc1Br)C(=O)N1CCN(C(C)=O)CC1 (stereo unspecified)	3	1	7	-2	-1	-1	2	-1	0.2	5
Cc1ccc(-c2nnc(SCC(=O)Nc3ccc(-c4nc5ccc(C)cc5s4)cc3)n2Cc2ccco2)cc1	3	-2	x	-7	-1	x	-21	4	104*	-19
CSc1nnc(-c2cccc(NC(=S)NN)c2)o1	0	-4	5	3	-1	-1	-1	-9	0.2	0
Cc1ccc(-n2nnc(-c3ccnc4ccccc34)n2)cc1	-1	-2	-9	1	-6	7	-4	-3	0.4	0
CNC(=O)C1CC(=O)N(c2ccc(OCC(=O)N3CCCC3)cc2)C1 (stereo unspecified)	-1	0	8	7	0	1	-2	-9	-0.5	2
C[C@@H]1NC(=O)[C@H](CCC(N)=O)NC(=O)c2cc([N+](=O)[O-])cc(I)c2NCCC[C@@H](C(N)=O)NC1=O	-1	0	6	0	-6	-7	3	9	0.2	1

Gathered by group, those above with sulfur.
SMILES	UHRF1 binding	sPLA2-III inh	ASAP1 GAP inh	DDE Tn6 FP inh	NR1D1 modulator	ARFGAP1 inhibitor	PLC-beta3 inh	DDE Tn7 FP inh	proKLK7 act	PLC-gamma1 inh
CSCCC(NC(=O)c1ccccc1Br)C(=O)N1CCN(C(C)=O)CC1 (stereo unspecified)	3	1	7	-2	-1	-1	2	-1	0.2	5
Cc1ccc(-c2nnc(SCC(=O)Nc3ccc(-c4nc5ccc(C)cc5s4)cc3)n2Cc2ccco2)cc1	3	-2	x	-7	-1	x	-21	4	104*	-19
CSc1nnc(-c2cccc(NC(=S)NN)c2)o1	0	-4	5	3	-1	-1	-1	-9	0.2	0

(next part)
SMILES	UHRF1 binding	sPLA2-III inh	ASAP1 GAP inh	DDE Tn6 FP inh	NR1D1 modulator	ARFGAP1 inhibitor	PLC-beta3 inh	DDE Tn7 FP inh	proKLK7 act	PLC-gamma1 inh
CCOc1ccc(NC(=O)CN(C)C(=O)c2ccc(=O)[nH]c2)cc1OCC	6	6	-1	-4	-6	11	-3	-10	0.3	0
CC(C)NC[C@@H](O)COc1cccc2ccccc12	2	11	3	-5	-1	-2	-3	1	-0.1	-1
Cc1ccc(-n2[nH]c(C)c(C=NC34CN5CN(CN(C5)C3)C4)c2=O)cc1C	0	10	4	0	-3	4	2	8	0.0	-2
CCN(CC)CC(=O)Nc1nn(-c2ccccc2)nc1C(N)=O	-2	0	6	3	1	2	-12	4	-1.3	-10
Cc1cccc(Oc2ccc(NS(=O)(=O)c3ccc(C)c(C(=O)O)c3)cc2)c1	-1	-6	-16	-3	3	-4	-9	6	-0.1	0
O=C1C(Cl)=C(Nc2ccccc2O)C(=O)N1CCc1ccccc1	-5	0	15	-41	0	2	-2	-23	0.0	-4
O=C(CC1Sc2ccccc2NC1=O)Nc1cccc(-c2nnc3n2CCCCC3)c1 (stereo unspecified)	-4	-5	0	-2	2	-1	4	-1	-0.4	3
O=C(NCc1cccc(C(F)(F)F)c1)c1csc([C@@H]2O[C@H](CO)[C@H](O)[C@H](O)[C@H]2O)n1	3	8	4	5	-4	-14	2	-6	0.0	0
COc1cccc(C(C)NC(=S)NCc2ccc(Cl)cc2)c1 (stereo unspecified)	0	6	-6	-2	4	2	0	4	-0.5	-1
COc1cccc(C2=CC(=O)CC(c3ccco3)C2)c1 (stereo unspecified)	2	-10	-4	-1	3	-1	-69	1	-1.0	-41
C[N+]1(CCOS(=O)C23CC4CC(CC(C4)C2)C3)CCOCC1 (stereo unspecified)	0	-3	-19	2	3	-11	3	5	0.1	3
Fc1ccccc1OCCCCn1cncn1	0	3	2	5	-4	-6	2	-2	0.7	0
Cc1ccc(S(=O)(=O)N(CC(=O)NCc2ccncc2)C2CCCCC2)cc1	-1	-1	-8	-4	-3	-7	1	9	0.1	0
O=C(COC(=O)C1(c2ccc(F)cc2)CCCC1)N1CCc2ccccc21	-1	-5	-1	-1	-5	5	4	-4	-0.2	4
COc1ccc(-c2oc3ccccc3c(=O)c2OC(C)=O)cc1	-1	-19	10	-11	-1	1	i	4	-11	i
C/C(=N\O)c1cccc(Br)c1	1	0	1	2	0	2	0	-3	0.3	-2
S=C1NCN(Cc2ccco2)CN1	0	-1	-2	6	-1	-8	-6	-9	-0.1	1
COc1ccc(C2(NC(C)=O)CCN(C(=O)c3ccco3)CC2)cc1	-3	-3	7	1	-6	11	-1	0	-0.2	0
COc1ccccc1-n1nnnc1SCC(=O)NC1CCCC1	1	2	1	3	2	-1	-2	2	0.2	1
Nc1ccc(S(=O)(=O)Nc2ccccn2)cc1	-1	-4	-8	-1	-5&2	-2	3	1	0.9	2

Full records, looked up by structure.
Nc1ccc(S(=O)(=O)Nc2ccccn2)cc1 as listed: UHRF1 binding: -1; sPLA2-III inh: -4; ASAP1 GAP inh: -8; DDE Tn6 FP inh: -1; NR1D1 modulator: -5&2; ARFGAP1 inhibitor: -2; PLC-beta3 inh: 3; DDE Tn7 FP inh: 1; proKLK7 act: 0.9; PLC-gamma1 inh: 2
COc1ccc(C2(NC(C)=O)CCN(C(=O)c3ccco3)CC2)cc1 as listed: UHRF1 binding: -3; sPLA2-III inh: -3; ASAP1 GAP inh: 7; DDE Tn6 FP inh: 1; NR1D1 modulator: -6; ARFGAP1 inhibitor: 11; PLC-beta3 inh: -1; DDE Tn7 FP inh: 0; proKLK7 act: -0.2; PLC-gamma1 inh: 0
C[N+]1(CCOS(=O)C23CC4CC(CC(C4)C2)C3)CCOCC1 (stereo unspecified) as listed: UHRF1 binding: 0; sPLA2-III inh: -3; ASAP1 GAP inh: -19; DDE Tn6 FP inh: 2; NR1D1 modulator: 3; ARFGAP1 inhibitor: -11; PLC-beta3 inh: 3; DDE Tn7 FP inh: 5; proKLK7 act: 0.1; PLC-gamma1 inh: 3

(next part)
SMILES	UHRF1 binding	sPLA2-III inh	ASAP1 GAP inh	DDE Tn6 FP inh	NR1D1 modulator	ARFGAP1 inhibitor	PLC-beta3 inh	DDE Tn7 FP inh	proKLK7 act	PLC-gamma1 inh
C=CCc1cc2c(oc(=O)c3ccccc32)c(C)c1O	-1	-38	-7	-4	-1	-1	-170	-2	-1.7	-160
O=C(Nc1nccs1)[C@@H]1CCCN1S(=O)(=O)c1ccccc1F	3	13	0	-10	2	-1	-4	1	0.4	3
O=C(CCNS(=O)(=O)c1ccc(OC(F)(F)F)cc1)N1CCN(C/C=C/c2ccccc2)CC1	-1	-37	-5	11	-1	-2	-5	-4	0.5	-2
Cc1cc(Cn2nc(C(=O)NCc3cccc(Br)c3)cc2-c2ccccc2)on1	1	-17	9	-2	4	5	-1	0	1.0	-1
Fc1cccc(Cc2c(-c3ccc(Cl)cc3)nc3c(Cl)cc(C(F)(F)F)cn23)c1	1	-2	-2	9	-1	-2	-1	9	-0.2	0
COc1ccc(NC(=O)CC(C)NCCCN2CCCC2=O)cc1 (stereo unspecified)	-1	4	8	-1	2	12	-5	-4	-0.3	2
Cc1ccc(S(=O)(=O)N(C)C)cc1NC(=O)CSc1nc2ccccc2[nH]1	7	-20	-10	-8	-2	19	-4	-2	-0.2	3
COc1ccc(N(C(=O)Cn2cnc3ccccc32)C(C(=O)NC2CCCCC2)c2ccccc2)cc1 (stereo unspecified)	0	-35	7	3	-3	4	2	2	0.3	2
CCc1nc(C)c(-c2ccccc2)c(=O)[nH]1	2	3	4	-8	1	-2	1	-6	-0.8	4
COc1ccc(C)cc1S(=O)(=O)Nc1cc(Cl)ccc1Cl	-2	-34	11	-9	0	-3	0	1	0.7	0
O=C(c1cn(-c2ccccc2)nc1-c1cccc(Br)c1)N1CCOCC1	2	-15	9	0	1	4	-1	-6	0.5	0
CCN(CC)C(=O)C1=C(C)N(Cc2ccc(C(C)(C)C)cc2)C(=O)C(CC(=O)NC(c2ccccc2)c2ccccc2)C1 (stereo unspecified)	1	-9	5	-1	-5	-9	-5	3	0.9	3
CC(C)C(=O)NC(=S)Nc1ccccc1C(=O)Nc1ccccc1	0	1	12	-3	0	-2	1	1	0.7	4
CCCCCCN1CC(C(=O)OCC)C(=O)C1=O (stereo unspecified)	-4	1	6	5	11	-5	3	-5	-0.4	0
Cc1nnc(NC(=O)CSc2ccccc2N)s1	1	2	-3	6	1	-2	-6	8	-0.1	0
CCc1nc2sc(C(C)=O)c(N)c2c2c1CCCC2	-3	2	-1	3	5	-1	-426	6	-1.4	-324
COc1ccc(CCNC(=O)c2cc(C3CC3)nc3c2cnn3C(C)C)cc1OC	7	5	11	3	0	1	-9	-1	-0.4	2
Cc1c(NC(=O)C(C)OC(=O)c2cccc(S(=O)(=O)N3CCOCC3)c2)c(=O)n(-c2ccccc2)n1C (stereo unspecified)	-2	-3	6	9	-7	-1	-4	9	-0.5	3
NC(c1csc(Nc2cnccn2)n1)c1ccccc1Cl (stereo unspecified)	-4	5	-20	-1	2	8	-5	0	-0.6	-4
CC(C)CC(=O)Nc1nnc(SCC(=O)NCc2ccc3c(c2)OCO3)s1	0	3	2	4	6	-1	-5	0	0.4	1
CCNC(=O)C1CCCN(Cc2ccc(OCc3ccccc3)cc2)CC1 (stereo unspecified)	1	-6	8	-6	-3	-4	4	-4	0.3	1
CCNc1nc(NCC)n2c(SCC(=O)N3CC4(C)CC3CC(C)(C)C4)nnc2n1 (stereo unspecified)	1	-4	-10	5	-2	7	-229	5	0.7	-1
C=Cc1ccc(Cn2c(C)c(C(=O)NCc3ccc(Cl)c(Cl)c3)sc2=O)cc1	0	-2	10	-3	2	3	3	-6	0.2	3
Cc1ccc(S(=O)(=O)c2nc(-c3ccccc3Cl)oc2NCCCN2CCOCC2)cc1	1	-6	0	-1	-5	7	-10	4	0.4	-6
